# ARNT TACC3 PPI: disrupts binding between human ARNT and TACC3; Q9Y6A5; AlphaScreen His-ARNT PAS-B/GST-TACC3 binding, luminescence; TACC3 fragment carries E629A point mutation; inhibition, % at 9.99 µM; 0.66% of 390,000 active; AID 623870;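 active = mean inhibition of replicates at least 50% and at least half of replicates each reaching 50%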;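 also: 0% = complete ARNT plus TACC3 wells and 100% = ARNT alone without TACC3; many hits fall short of the cut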
# esBAF inh: inhibitors of esBAF chromatin remodeling in mouse ES cells. reporter increase, % at 12.5 µM. Bmi1-luciferase knock-in reporter, 24 h; 100% = twice the neutral-well signal. AID 602393. 2% of 350,000 active; in the data active = activation above about 40%;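 also: 0% = median of the plate's neutral control wells and 100% = double that signal; a rise in the Bmi1 reporter signal indicates esBAF inhibition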
# PglD inh: blocks C. jejuni PglD acetyltransferase activity; inhibition, % at 12.5 µM; 0.098% of 360,000 active; purified PglD enzyme, DTNB colorimetric CoA detection; AID 602405; in the data active = inhibition above about 16%, passing the limit was not always enough; also: strong numbers were not always called active
# ERp5 block: inhibitors of human ERp5; Q15084; ERp5 insulin aggregation, absorbance 650 nm, 90 min; inhibition, % at 9.99 µM; 0.05% of 350,000 active; AID 651711;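 active = mean replicate inhibition above about 25%, with every replicate also reaching it, limit read from the data, passing the limit was not always enough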
# Target sequence (Q15084 whole entry, looked up): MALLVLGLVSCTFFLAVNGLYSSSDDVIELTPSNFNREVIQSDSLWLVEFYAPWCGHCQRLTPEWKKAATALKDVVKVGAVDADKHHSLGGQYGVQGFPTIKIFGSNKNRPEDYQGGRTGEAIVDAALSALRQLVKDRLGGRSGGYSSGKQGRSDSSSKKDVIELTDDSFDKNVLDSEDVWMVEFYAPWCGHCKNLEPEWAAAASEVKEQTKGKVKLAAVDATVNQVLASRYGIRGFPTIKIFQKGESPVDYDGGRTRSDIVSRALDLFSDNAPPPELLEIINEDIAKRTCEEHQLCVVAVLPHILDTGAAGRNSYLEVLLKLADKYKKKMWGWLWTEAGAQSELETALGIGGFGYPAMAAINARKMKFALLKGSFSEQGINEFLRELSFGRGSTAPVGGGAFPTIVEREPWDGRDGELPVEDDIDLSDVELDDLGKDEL
# RAD52 inh: inhibitors of human RAD52 DNA annealing. recombinant RAD52 DNA annealing, FRET fluorescence. inhibition, % at 18.7 µM. 0.46% of 360,000 active. AID 651710;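 active = every replicate showing at least 50% inhibition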
# Casp6 inh: blocks human caspase-6 cleavage activity; P55212; purified caspase-6, Z-VEID-R110 cleavage fluorescence; 0.53% of 350,000 active; inhibition, % at 12.5 µM;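 active = mean inhibition across replicates at least about 35%, with every replicate also reaching that limit, limit read from the data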;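 also: 0% = median of neutral control wells and 100% = no fluorescence left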
# Target sequence (P55212 24-179 limits assumed): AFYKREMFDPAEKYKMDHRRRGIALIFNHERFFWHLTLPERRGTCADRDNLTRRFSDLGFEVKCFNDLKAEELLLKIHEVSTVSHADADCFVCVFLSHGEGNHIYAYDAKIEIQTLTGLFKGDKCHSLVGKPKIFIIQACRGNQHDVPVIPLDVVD
# Target sequence (P55212 194-293 limits assumed): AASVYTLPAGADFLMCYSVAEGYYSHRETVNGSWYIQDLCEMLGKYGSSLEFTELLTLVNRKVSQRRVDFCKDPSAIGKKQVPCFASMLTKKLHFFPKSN
# E-selectin induc: induces E-selectin expression in human endothelial cells. HUVEC E-selectin immunofluorescence imaging; normalized: neutral wells 0, TNF-alpha wells 100. AID 686992. 0.37% of 260,000 active. P16581. activation, % at 7.58 µM;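 active = mean E-selectin-positive cell signal at least 10% of the positive control, reached in at least 60% of replicates, without over 20% cell loss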;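 also: in these data hits start at about 27%; measured in HUVEC primary endothelial cells; signal is the percent of cells scored E-selectin positive by PE staining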
#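 Read-out basis: % PE-positive cells; Test system: HUVEC primary endothelial cells; Technique: immunofluorescence imaging; Dosing: single-point compound dose.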
# RAD54 branch: RAD54 (human) branch migration inhibition; Q92698; RAD54 Holliday junction branch migration, FAM/BHQ fluorescence; inhibition, % at 10.4 µM; 0.14% of 360,000 active; AID 602329;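 active = mean normalized replicate activity at least 40 and at least half of replicates scoring 40 or more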;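 also: 0% = median of neutral control wells and 100% = median of positive control wells; inhibitors cause a drop in the FAM fluorescence signal; in these data hits start at about 50%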
# * marks the source's active call; other numbers are inactive results; nt = not tested or not shown; & = joins results of further samples.
# Second line of a record – ARNT TACC3 PPI	esBAF inh	PglD inh	ERp5 block	RAD52 inh	Casp6 inh	E-selectin induc	RAD54 branch
> O=C1CC(N2CCN(c3ccc(F)cc3)CC2)C(=O)N1c1ccccc1 (centres undefined)
  -9	-9	1	4	-17	18	nt	3
> CC1CCCCN1C(=O)COC(=O)CNC(=O)c1ccc(Cl)cc1Cl (centres undefined)
  5	-3	nt	11	-8	-4	0.0	nt
> COc1ccc(-c2cc(-c3ccccc3)nc(N3CCCC3)n2)cc1OC
  -4	-7	5	2	-16	-1	nt	2
> COc1ccc(COc2cc(-c3cccc(OC)c3)nc3ccc(NC(=O)c4ccc(C)cc4)cc23)cc1
  -15	-5	-5	8	-8	-1	1.9	6
> O=C1NC2(CCCCC2)C(=O)N1Cc1cc(=O)n2ccsc2n1
  -3	nt	nt	1	-19	-1	2.8	nt
> Cc1nc2ccccn2c1CN(C)C(=O)C1CCC(=O)N(CCc2cccc(F)c2)C1 (centres undefined)
  2	1	5	2	-5	-4	nt	-1
> CCCNC(=O)N1[C@H](CNC(C)=O)[C@H](c2ccc(-c3ccccc3)cc2)[C@@H]1CO
  0	1	-1	nt	nt	nt	0.0	-4
> COc1ccc(NC(=O)CCOc2ccc(C)cc2)c(OC)c1
  25	0	1	2	-10	3	nt	11
> C[C@@H]1CN([C@@H](C)CO)C(=O)CCCn2cc(nn2)CO[C@H]1CN(C)C(=O)Nc1ccc2c(c1)OCO2
  -3	2	3	9&3	5&-18	0&-2	-1.7	-12
> Cc1cc(NS(=O)(=O)c2ccc(NC(=O)c3cccc(OC(F)F)c3)cc2)nc(C)n1
  4	nt	0	4	-5	0	nt	5
> CCCCCCn1cc(CN2CC(N(C)C)CS2(=O)=O)nn1 (centres undefined)
  nt	nt	nt	2	-5	-1	-0.1	nt
> CN(CC(=O)Oc1ccc(-c2nnco2)cc1)S(=O)(=O)c1ccc(F)cc1
  -2	-1	1	-13	2	2	-0.7	7
> Cc1ccc2c(c1)C1CN(C)CCC1N2C(=O)c1ccccc1NS(=O)(=O)c1cccc(C(F)(F)F)c1 (centres undefined)
  1	nt	nt	-7	18	1	15	nt
> COc1ccc2c3c(n(C)c2c1)[C@H](CO)N(Cc1cccc(Cl)c1)CC31CN(C(=O)C2CC2)C1
  nt	nt	nt	3	1	-2	0.2	nt
> Cc1ccccc1NC(=O)CN(C)S(=O)(=O)c1ccc2c(c1)n(C)c(=O)c(=O)n2C
  0	-5	0	4	-4	2	nt	-3
> Cc1ccc(-c2ccc(=O)n(CC(=O)NCc3ccco3)n2)cc1
  -1	-1	-2	nt	nt	nt	nt	2
> O=C(Cc1ccccc1F)NC1CCCc2ccccc21 (centres undefined)
  -1	6	3	1	-18	0	-0.2	-8
> CCCC#Cc1cnc2c(c1)C(=O)N([C@@H](C)CO)C[C@H](C)[C@@H](CN(C)C(=O)c1cnccn1)O2
  5	-5	1	-3	5	2	1.1	-6
> CC(C)CC#Cc1ccc2c(c1)O[C@@H](CN(C)C(=O)c1ccccn1)[C@H](C)CN([C@@H](C)CO)S2(=O)=O
  -1	2	5	-3	-4	2	0.3	-5
> CC1CN(C(=O)COC(=O)c2cccc(S(=O)(=O)N3CCc4ccccc43)c2)CC(C)O1 (centres undefined)
  0	-3	3	-6	1	1	-0.2	5
> COc1cccc(CNC(=O)C[C@@H]2CC[C@H](NC(C)=O)[C@H](CO)O2)c1
  1	6	-8	-4	12	1	-0.5	-5
> CCCc1nc2ccc(Cl)cn2c1Cc1ccccc1
  nt	-1	-2	12	-20	6	nt	2
> CCCCNC(=O)N(O)C1N(/N=C/c2ccccc2F)C(=S)SC1(C)C (centres undefined)
  3	7	-1	2	-28	2	0.1	-7
> CC(C)C(NS(=O)(=O)c1ccccc1)C(=O)N1CCCC1 (centres undefined)
  -5	0	1	2	-10	-3	nt	5
> O=C(CSc1nnnn1-c1ccccc1)NC(=O)NCc1ccco1
  -1	6	-1	nt	nt	nt	nt	9
> O=C(OCCc1cc2ccccc2c(=O)o1)c1cccs1
  -12	75*	2	-8	-12	-3	-0.1	5
> COCc1ccc(C(=O)N(C)CC2CCCN(CCc3ccc(Cl)cc3)C2)o1 (centres undefined)
  0	-2	0	0	-25	-3	0.0	-9
> COc1cccc(/C=N/NC(=O)C(=O)N2CCCC2)c1O
  68*	30	-1	0	-17	-4	nt	-6
> S=C(Nc1cc(Cl)cc(Cl)c1)NC1CCN(Cc2ccccc2)CC1
  -6	nt	-2	5	-37	2	-0.2	-4
> COc1ccc(CNC(=O)CSC(=S)N2CCCC2)cc1
  -3	2	-1	-1	-11	2	0.1	1

# Some entries already given, limited to Casp6 inh, RAD52 inh and ERp5 block.
SMILES,Casp6 inh,RAD52 inh,ERp5 block
CCCC#Cc1cnc2c(c1)C(=O)N([C@@H](C)CO)C[C@H](C)[C@@H](CN(C)C(=O)c1cnccn1)O2,2,5,-3
CC(C)CC#Cc1ccc2c(c1)O[C@@H](CN(C)C(=O)c1ccccn1)[C@H](C)CN([C@@H](C)CO)S2(=O)=O,2,-4,-3
CC1CN(C(=O)COC(=O)c2cccc(S(=O)(=O)N3CCc4ccccc43)c2)CC(C)O1 (centres undefined),1,1,-6
COc1cccc(CNC(=O)C[C@@H]2CC[C@H](NC(C)=O)[C@H](CO)O2)c1,1,12,-4

# Next part.
# Second line of a record – ARNT TACC3 PPI	esBAF inh	PglD inh	ERp5 block	RAD52 inh	Casp6 inh	E-selectin induc	RAD54 branch
> O=C(/C=C/c1ccc(Cl)cc1)NCc1ccco1
  2	nt	nt	-6	-18	0	0.1	nt
> CCOc1ccc(C(=O)O/N=C(\N)c2ccc([N+](=O)[O-])cc2)cc1OCC
  -4	nt	nt	6	-13	1	nt	nt
> C[C@H]1CN([C@@H](C)CO)C(=O)CCCn2cc(nn2)CO[C@@H]1CN(C)Cc1ccc2c(c1)OCO2
  -5	-3	0	-6	-4	0	-0.1	-6
> COc1ccc(OC)c(C(=O)NC(CC(N)=O)c2ccc(NCC3CC3)c([N+](=O)[O-])c2)c1 (centres undefined)
  6	-4	-4	4	-16	-1	-0.1	0
> O=C(O)CCN1C(=O)C2C3c4ccccc4C(c4ccccc43)[C@@H]2C1=O (some centres undefined)
  -3	-13	5	0	-11	3	1.1	0
> COc1cc(OC)cc(-c2c(-c3ccc(F)cc3)c3cc(-c4ccc5c(c4)OCCO5)ccc3n2C)c1
  -3	-15	4	-3	-16	-1	0.1	5
> CC(=O)N1N=C(c2ccccc2)CC1c1ccccc1 (centres undefined)
  1	-5	-8	1	-6	3	0.1	-6
> C[C@@H]1CCCCO[C@H](CN(C)C(=O)Nc2ccccc2)[C@H](C)CN([C@H](C)CO)C(=O)c2cc(NC(=O)c3ccccc3)ccc2O1
  -6	1	-1	3	-35	1	nt	-5
> COc1ccc(-c2csc(N3C(=N)SCC3=O)n2)cc1
  4	-13	4	nt	nt	nt	nt	-2
> Cc1ccc(Nc2nnc(-c3ccc(N4CCOCC4)c([N+](=O)[O-])c3)c3ccccc23)cc1
  3	nt	nt	-5	-20	2	-0.1	nt
> CC(C)N(C[C@H]1N[C@H](CO)[C@H]1c1ccccc1)S(=O)(=O)c1ccccc1
  2	-4	-1	0	-47	0	0.1	-1
> O=C(COc1ccc(-c2nnco2)cc1)Nc1cc([N+](=O)[O-])ccc1F
  -5	nt	nt	11	3	-1	0.0	nt
> C=CCn1c(N2CCCC2)nc2c1c(=O)n(C)c(=O)n2C
  -5	-12	0	1	-4	-4	0.7	-4
> CCOC(=O)CSc1nnc(NCC(=O)OC(C)C)c(=O)[nH]1
  -4	-13	8	nt	nt	nt	nt	3
> Cc1nc2sc(C(N)=O)c(N)c2c(C)c1CC(=O)c1ccccc1
  0	20	-2	5	-7	3	nt	-5
> Cn1nccc1C(=O)N/N=C/c1ccccc1[N+](=O)[O-]
  -11	40	5	3	-6	-2	4.5	0
> O=C(C1=C[C@@H](c2ccc3c(c2)Cc2ccccc2-3)C[C@@H](OCCCCO)O1)N1CCCCC1
  -6	nt	-3	1	-4	-1	nt	-3
> COc1ccccc1Cc1c(-c2ccco2)nc2cc(C)c(Br)c(C)n12
  nt	nt	nt	5	-16	6	0.2	nt
> CCCC(=O)N/C(N)=N/c1nc2ccccc2o1
  -12	nt	nt	3	-16	1	nt	nt
> O=C(C1CCCN(C2CC(=O)N(c3ccc(F)cc3)C2=O)C1)N1CCCC1 (centres undefined)
  -9	4	0	8	-8	-2	0.0	-5
> CC(C)(C)OC(=O)N1CCC(c2c(C(=O)NC3CC3)cnn2-c2ccc(Cl)cc2)CC1
  -10	8	1	3	-27	1	nt	-2
> O=C(Nc1nncs1)c1cccc(S(=O)(=O)N2CCCCC2)c1
  -5	1	5	nt	nt	nt	-2.4	-6
> CC(=O)NCCc1ccc(C(=O)Cn2cnc3ccccc3c2=O)cc1
  4	19	2	6	-4	1	nt	2
> CC(C)[C@@H](C)NC(=O)N(C)C[C@H]1OCc2ccccc2-c2c(n(C)c3ccccc23)C(=O)N([C@H](C)CO)C[C@H]1C
  11	5	-2	7	15	1	0.0	-9
> CCCOP(=O)(c1ccc(N(C)C)cc1)C(O)c1ccncc1 (centres undefined)
  -18	4	0	nt	nt	nt	nt	0
> CC(C)=CCc1c(O)ccc2c1OC(c1ccc(O)c(O)c1)CC2=O (centres undefined)
  1	4	1	1	-28	16	nt	-11
> O=C(N1CCN(S(=O)(=O)c2ccc(Cl)cc2)CC1)n1ccnc1
  -6	1	4	-2	-13	1	nt	5
> C[C@H](CO)N1C[C@H](C)[C@@H](CN(C)Cc2ccc(C(F)(F)F)cc2)Oc2ccc(NC(=O)Cc3ccccc3)cc2CC1=O
  9	5	-4	0	10	-5	0.1	1
> FC(F)(F)c1cccc(Cn2nnnc2-c2cc(Cl)cc(Cl)c2)c1
  -7	-4	4	-1	-11	2	nt	2
> Cc1noc(C)c1NC(=O)N(C)C[C@H]1OCCCC[C@H](C)Oc2ccc(NC(=O)Nc3cccc4ccccc34)cc2C(=O)N([C@H](C)CO)C[C@@H]1C
  -19	3	-1	nt	nt	nt	0.0	5
> O=C(CCNC(=O)c1ccc([N+](=O)[O-])cc1)Nc1ccccc1N1CCCCC1
  6	13	nt	-5	0	-2	-1.5	nt
> O=C(C[C@H]1C[C@@H]2c3cc(NC(=O)Nc4ccccc4)ccc3O[C@@H]2[C@@H](CO)O1)NC1CCCCC1
  -4	6	-1	-4	-5	-1	-0.4	-3
> O=C(Nc1cc(S(=O)(=O)N2CCOCC2)ccc1Cl)C1CCC1
  -3	3	-1	3	1	1	-0.2	-4
> COc1ccc(C(C)=O)cc1CN1C(=O)NC(c2ccccc2)(c2ccccc2)C1=O
  3	3	1	7	-18	0	nt	-3
> CN1CCN(S(=O)(=O)c2ccc(Oc3ccc(F)cc3Br)nc2)CC1
  -1	nt	-1	3	-6	2	-0.5	-3
> N#Cc1cccc(-c2ccc(C3[C@H]4CNC[C@@H]3N4Cc3cc(F)ccc3F)cc2)c1 (some centres undefined)
  nt	nt	nt	7&-5	36&3	-2&1	-0.1&0.2	nt
> C[C@@H]1CN([C@H](C)CO)C(=O)c2cc(-c3ccc(F)cc3)cnc2O[C@H]1CN(C)C(=O)Cc1ccccc1
  10	2	1	-12	8	2	-0.1	-15
> COc1ccc(CCNC(=O)C(=O)c2cn(CC(=O)N3CCOCC3)c3ccccc23)cc1
  -4	10	-4	1	-7	-3	nt	0
> C=CCNc1nc(C(=O)OCC(=O)c2cccc(Br)c2)cs1
  29	-10	1	-2	-20	2	0.3	-3
> O=c1[nH]c(-c2ccc(Cl)cc2)nc(=S)[nH]1
  -13	nt	nt	6	-5	11	nt	nt
> Cc1cc(N2C(=O)C(O)=C(C(=O)c3cc4ccccc4o3)C2c2cccs2)no1 (centres undefined)
  -31	15	4	1	-57	11	4.0	-18
> CCOC(=O)C1(CC2CCCCO2)CCN(Cc2cn[nH]c2-c2cccc(F)c2)CC1 (centres undefined)
  -4	-7	-3	3	-15	1	2.3	2

# Hits appear at their usual frequency. Share with any hit: about 3.2%.
